Bioassay records deposited in PubChem by NCI.
yeast mec2-1: NCI yeast anticancer drug screen, S. cerevisiae mec2-1 strain | hit rate 9% among 79,000 | % growth inhibition at 50 µM;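 also: 0% = growth of vehicle-only cultures of the same strain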
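Yeast mec2-1 mutant treated with compound. Readout: growth inhibition vs vehicle controls.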
bub3: NCI yeast anticancer drug screen, S. cerevisiae bub3 mutant strain; % growth inhibition at 50 µM; hit rate 9.9% among 78,000; AID 167, 2004;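 also: 0% = growth of vehicle-only cultures of the same strain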
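Part of a panel of yeast mutants defective in DNA damage repair or cell cycle regulation. Each strain is grown with compound, and inhibition is calculated relative to solvent-treated cultures.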
mlh1 rad18: NCI yeast anticancer drug screen, S. cerevisiae mlh1 rad18 strain; AID 175, 2004; % growth inhibition at 50 µM; hit rate 11% among 79,000;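 also: 0% = growth of vehicle-only cultures of the same strain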
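Cells of a genetically altered yeast strain, deficient in DNA damage repair, were treated with compound. Their growth was then compared with that of vehicle-treated cultures to give inhibition.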
cln2 rad14: NCI yeast anticancer drug screen, S. cerevisiae cln2 rad14 strain; growth inhibition, % at 50 µM; hit rate 8.3% among 78,000;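 also: 0% = growth of vehicle-only cultures of the same strain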
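Compounds are applied to the cln2 rad14 yeast strain, and growth is then compared with that of vehicle-treated cultures to give inhibition.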
yeast rad50: NCI yeast anticancer drug screen, S. cerevisiae rad50 strain. growth inhibition, % at 50 µM. hit rate 10% among 79,000;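 also: 0% = growth of vehicle-only cultures of the same strain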
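Relative growth inhibition (compound vs vehicle) was measured in yeast with a defined repair-gene alteration.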
sgs1 mgt1: NCI yeast anticancer drug screen, S. cerevisiae sgs1 mgt1 strain | growth inhibition, % at 50 µM | hit rate 10% among 78,000;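 also: 0% = growth of vehicle-only cultures of the same strain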
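Genetically altered yeast, compound exposure, growth inhibition relative to vehicle.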
* hit, by the source's call; & = joins results of further samples; ! = not confirmed by another sample. Rule as the data show it: active = growth inhibition above about 70%; inactive = the rest.

SMILES	yeast mec2-1	bub3	mlh1 rad18	cln2 rad14	yeast rad50	sgs1 mgt1
CC1CCC2(OC1)OC1CC3C4CCC5CC(O)CCC5(C)C4C(=O)C(O)C3(C)C1C2C (stereo not given)	18	14	41	17	39	49
Ic1ccc(-c2ccccc2)cc1	-8	34	30	-58	-3	12
CCCCCOC(=O)CCC(N)C(=O)O (stereo not given)	-3	2	-3	-2	3	1
CN(N=O)C(=O)NCCCCCNC(=O)N(C)N=O	13	10	-5	-132	8	14
Cc1[nH]c2c(C)cccc2c1C	-38	1	9	9	6	19
Cc1ccc(S(=O)(=O)OCC2OC(C)(C)OC2COS(=O)(=O)c2ccc(C)cc2)cc1 (stereo not given)	-6	6	10	-39	25	7
COC(=O)C1CCCN1C(=O)C(C)=O (stereo not given)	10	5	-5	-40	17	-5
CC(C)OC(=O)NC1CCC2CCCCC2C1 (stereo not given)	12	16	-5	-20	3	-8
CCCCCCCCCCCC1=C(O)C(=O)C(CC2=C(O)C(=O)C(CCCCCCCCCCC)=C(O)C2=O)=C(O)C1=O	12	16	-81	10	10	10
CSC(SC)=C1Sc2cccc(Cl)c2S1	11	-15	-14	-15	2	29
Cc1ccc(-c2c3ccccc3cc3ccccc23)c(C)c1	-11	5	12	-3	25	-2
CC(=O)CC(=O)NC1CCc2ccccc21 (stereo not given)	-36	16	15	4	8	24
CCC1OC2CS(=O)(=O)CC2O1 (stereo not given)	-1	-2	4	-27	2	-7
CC1CNC(=O)C(=O)N1 (stereo not given)	-2	-11	-8	-13	-15	2
NC(CO)Cc1cnc[nH]1 (stereo not given)	7	0	4	-8	-1	5
C=CCC12CCC(=O)C=C1CCC1(C2)OCCO1 (stereo not given)	-12	-22	16	4	6	4
O=CNCCc1ccccc1	-9	6	2	5	7	7
OC[C@@H]1C2CCC([C@@H]1CO)C2(Cc1ccccc1)Cc1ccccc1	27	5	-11	-73	6	9
C#CCN(N=O)C(=O)NCCCCC(NC(=O)OCc1ccccc1)C(=O)OCc1ccccc1 (stereo not given)	-8	10	-25	-4	-7	-27
CCCCS(=O)(=O)C1C2CCC(O2)C1S(=O)(=O)CCCC (stereo not given)	16	17	28	19	34	26
CCCCC(NC(=O)c1cnc2ccccc2n1)C(=O)O (stereo not given)	14	22	32	5	22	15
O=C(O)C(c1ccccc1)C(O)C1CCCCC1 (stereo not given)	-2	-8	4	-13	1	-1
O=C(O)/C=C\C(=O)NCCCNC(=O)/C=C\C(=O)O	2	21	12	-36	-19	5
CC(=O)c1ccc(Cc2ccc(C(=O)O)cc2)cc1	-8	-9	-16	-48	6	-15
COc1ccccc1/C=C1\SC(=S)NC1=O	-37	-18	-40	-15	-45	-38
SMILES	yeast mec2-1	bub3	mlh1 rad18	cln2 rad14	yeast rad50	sgs1 mgt1
OC(COc1ccccc1)COc1ccccc1	2	8	3	-19	1	16
COC(=O)C1CC=CCCC1=O (stereo not given)	-11	44	6	12	-4	24
O=C1C[C@@H]2[C@@H](C=CC23CCCC3)N1O	18	0	22	20	19	-3
OC(C#Cc1ccccc1)(C#Cc1ccccc1)/C=C/c1ccccc1	-5	-9	12	-8	17	-6
OCC1CCCC1	-18	-2	10	-3	12	0
COc1ccccc1NC(c1ccccc1)c1ccc2cccnc2c1O (stereo not given)	49	3	75*	15	81*	73*
COc1cc(C(C)(C)CC(C)(C)C)cc(CN(C)C)c1O	-1	18	22	11	13	16
c1ccc(CN(CCNc2ccccc2)c2ccccc2)cc1	48	51	4	5	13	46
CCC1(C#CCN2C(=O)c3ccccc3C2=O)C=CC2(CC1)OCCO2 (stereo not given)	18	2	49	1	10	26
O=C(NCCCCCCNC(=O)n1cc(F)c(=O)[nH]c1=O)NC1C(O)OC(CO)C(O)C1O (stereo not given)	98*	80*	88*	51	94*	93*
COC(=O)C(CC(=O)c1ccc(-c2ccccc2)cc1)c1ccccc1 (stereo not given)	1	9	35	17	-5	21
COC(=O)C1C2CC3c4[nH]c5cc(OC)ccc5c4CCN3CC2CC(OC(=O)CCc2cc(OC)c(OC)c(OC)c2)C1OC (stereo not given)	0	15	10	13	-3	4
O/N=c1/ccn(O)c2ccccc12	98*	83*	98*	99*	96*	97*
CC1C=CC(C(N)C(=O)O)O1 (stereo not given)	-18	-5	-10	-1	-10	-13
COC(=O)/C(C#N)=C(/NCCN)Nc1ccccc1	-16	-3	-8	10	-10	-39
CN(C)CCC(=O)c1cccc([N+](=O)[O-])c1	88*!	90*!	97*!	35&31	84*!	96*!
CN(C)CC1CCc2ccccc2C1=O (stereo not given)	-37	-52	-48	-2	-16	-47
CC12CCCC=C1CC1(CC2)OCCO1 (stereo not given)	3	-4	-6	-19	-15	-7
CC(Cl)CNC(=O)Nc1cccc2c1CCCC2 (stereo not given)	10	-22	-1	-49	3	-2
CCOC1=CP(=O)(OCC)CC(C)=C1Cl (stereo not given)	-14	-27	-38	-20	-30	-56
NS(=O)(=O)c1ccc(Nc2c3ccccc3nc3ncccc23)cc1	7	9	17	-12	-7	14
c1ccc2c(c1)-c1nc3ccccc3cc1CC21CCCC1	1	2	-21	0	-13	-22
O=C(CCCC(=O)Nc1cccc([N+](=O)[O-])c1)CC(=O)c1ccc([N+](=O)[O-])cc1	-1	-15	8	-4	-3	-8
CCC(C)C1NC(=O)C(CC(C)C)NC(=O)C(C(C)C)NC(=O)C2CSSCC(NC1=O)C(=O)N2 (stereo not given)	5	3	18	-4	36	-16
O=C1CSC(c2ccccc2O)N1c1ccc(-n2c(-c3ccccc3)nc3ccccc3c2=O)cc1 (stereo not given)	64	75*	76*	78*	67	72*
SMILES	yeast mec2-1	bub3	mlh1 rad18	cln2 rad14	yeast rad50	sgs1 mgt1
CCCCCCCCCCCCCC(=O)OCC(CCS(=O)(=O)O[C@H]1CC[C@@]2(C)C(=CC[C@@H]3C2CC[C@]2(C)C(=O)CCC32)C1)OC(=O)CCCCCCCCCCCCC (stereo not given in full)	-31	-22	-24	-27	-33	-15
Cc1cc2c(cc1Cl)SC(NNC(=O)c1ccccc1)=NS2(=O)=O	-32	-31	-38	-42	-45	-44
COc1ccc2cc(CN3CCC(C4CCN(Cc5ccc6cc(OC)ccc6c5)CC4)CC3)ccc2c1	76*	89*	-19	64	89*	83*
COC1OC(CSC#N)C2OC(C)(C)OC12 (stereo not given)	3	15	5	2	10	10
NC(=S)Nc1ccc(Cc2ccc(NC(N)=S)cc2)cc1	41	25	14	14	11	33
O=S(=O)(C#Cc1ccccc1)c1ccccc1	100*	99*	99*	99*	99*	99*
COc1ccc(NS(=O)c2ccccc2OC)cc1 (stereo not given)	4	8	6	-19	3	14
C#CCCC#C	-17	-16	-6	6	-4	8
NC1CCCCCC1	-7	8	-2	3	3	1
O=C(O)/C=C\c1cccc([N+](=O)[O-])c1	-16	28	-15	22	12	7
CCC1(CC)SCC(C)(O)NC1=O (stereo not given)	-12	-11	-5	-35	2	-7
O=C(O)c1cccc(CC(Br)C(=O)O)c1 (stereo not given)	-16	-53	-17	-5	-2	-12
CC(=O)CSc1c(-c2ccccc2)c(=O)n(-c2ccccc2)c(=S)n1-c1ccccc1	-10	-8	4	-2	-4	-13
Cc1ccc(S(=O)(=O)NC(=O)NCCCOC(C)C)cc1	1	20	5	-36	4	-10
Cc1cccc2c(=O)c3ccccc3oc12	17	14	4	-64	48	15
Cc1ccc(OC/C=C/CS(=O)(=O)c2ccc(C)cc2)cc1	10	-13	-29	-23	-12	6
CC(=O)OC1CCC2(C)C(C1)C(=O)OC1C2CCC2(C)C(C(C)CCCC(C)C)CCC12 (stereo not given)	4	-4	23	-13	27	3
CCN(CCC#N)C(=S)Nc1cccc2ccccc12	12	16	-9	6	7	3

21 entries out of the list, arranged by formula weight, rising.
SMILES	yeast mec2-1	bub3	mlh1 rad18	cln2 rad14	yeast rad50	sgs1 mgt1
C#CCCC#C	-17	-16	-6	6	-4	8
NC1CCCCCC1	-7	8	-2	3	3	1
O=C(O)/C=C\c1cccc([N+](=O)[O-])c1	-16	28	-15	22	12	7
CCC1(CC)SCC(C)(O)NC1=O (stereo not given)	-12	-11	-5	-35	2	-7
Cc1cccc2c(=O)c3ccccc3oc12	17	14	4	-64	48	15
O=S(=O)(C#Cc1ccccc1)c1ccccc1	100*	99*	99*	99*	99*	99*
COC1OC(CSC#N)C2OC(C)(C)OC12 (stereo not given)	3	15	5	2	10	10
CCOC1=CP(=O)(OCC)CC(C)=C1Cl (stereo not given)	-14	-27	-38	-20	-30	-56
O=C(O)c1cccc(CC(Br)C(=O)O)c1 (stereo not given)	-16	-53	-17	-5	-2	-12
COc1ccc(NS(=O)c2ccccc2OC)cc1 (stereo not given)	4	8	6	-19	3	14
c1ccc2c(c1)-c1nc3ccccc3cc1CC21CCCC1	1	2	-21	0	-13	-22
Cc1ccc(S(=O)(=O)NC(=O)NCCCOC(C)C)cc1	1	20	5	-36	4	-10
NC(=S)Nc1ccc(Cc2ccc(NC(N)=S)cc2)cc1	41	25	14	14	11	33
NS(=O)(=O)c1ccc(Nc2c3ccccc3nc3ncccc23)cc1	7	9	17	-12	-7	14
O=C(CCCC(=O)Nc1cccc([N+](=O)[O-])c1)CC(=O)c1ccc([N+](=O)[O-])cc1	-1	-15	8	-4	-3	-8
CC(=O)CSc1c(-c2ccccc2)c(=O)n(-c2ccccc2)c(=S)n1-c1ccccc1	-10	-8	4	-2	-4	-13
CC(=O)OC1CCC2(C)C(C1)C(=O)OC1C2CCC2(C)C(C(C)CCCC(C)C)CCC12 (stereo not given)	4	-4	23	-13	27	3
O=C1CSC(c2ccccc2O)N1c1ccc(-n2c(-c3ccccc3)nc3ccccc3c2=O)cc1 (stereo not given)	64	75*	76*	78*	67	72*
COc1ccc2cc(CN3CCC(C4CCN(Cc5ccc6cc(OC)ccc6c5)CC4)CC3)ccc2c1	76*	89*	-19	64	89*	83*
CCC(C)C1NC(=O)C(CC(C)C)NC(=O)C(C(C)C)NC(=O)C2CSSCC(NC1=O)C(=O)N2 (stereo not given)	5	3	18	-4	36	-16
CCCCCCCCCCCCCC(=O)OCC(CCS(=O)(=O)O[C@H]1CC[C@@]2(C)C(=CC[C@@H]3C2CC[C@]2(C)C(=O)CCC32)C1)OC(=O)CCCCCCCCCCCCC (stereo not given in full)	-31	-22	-24	-27	-33	-15

Ordered by SMILES length (falling): some entries from above
SMILES	yeast mec2-1	bub3	mlh1 rad18	cln2 rad14	yeast rad50	sgs1 mgt1
CCCCS(=O)(=O)C1C2CCC(O2)C1S(=O)(=O)CCCC (stereo not given)	16	17	28	19	34	26
NC(=S)Nc1ccc(Cc2ccc(NC(N)=S)cc2)cc1	41	25	14	14	11	33
CC12CCCC=C1CC1(CC2)OCCO1 (stereo not given)	3	-4	-6	-19	-15	-7
